Bioassay records: PubChem, National Center for Advancing Translational Sciences (NCATS)
A549 tox: Nrf2 qHTS screen for inhibitors: counterscreen for cytotoxicity | A549 ARE-Fluc cells, CellTiter-Fluor viability, 18-24 h | hit rate 0.16% among 390,000 | Potency, µM (series often up to 46 µM), for inactives: top-dose activity change, negative = cytotoxicity, most hits filed as inhibitors; further: potency means the concentration at half of the fitted maximal effect; on the % scale 0 is the no-effect control and ±100 the full control effect
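A549 ARE_Fluc cells in 5% FBS OPTI-MEM were exposed to compounds in concentration-response for 18-24 h at 37 deg C. Viability was read by CellTiter-Fluor fluorescence (Ex 405/Em 525) after 30 min, before the luciferase read.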
CCT modulator: High-Throughput Screening for Modulators of Cytosolic Chaperonin Activity. purified chaperonin ATPase assay, HTRF ADP detection, 30 min. activity change, % (test concentration not listed), hits read low. hit rate 0.3% among 360,000. AID 651819, 2012; in the data active means activity change below about -30%; further: on the % scale 0 is the no-effect control and ±100 the full control effect
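First, chaperonin was dispensed at 40 nM or 20 nM final depending on batch activity. Next, compounds were pinned at 76 uM and ATP added at 10 uM. After 30 min at 37 °C, ADP detection reagents ran 30 min at ambient temperature.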
Nrf2 inh: Nrf2 qHTS screen for inhibitors | Potency, µM (doses to about 46 µM), without a hit: at the highest dose activity change, negative = inhibition, hits mostly inhibitors | hit rate 2.1% among 360,000 | A549 ARE-Fluc reporter, luciferase luminescence, 18-24 h; further: potency means the concentration at half of the fitted maximal effect; on the % scale 0 is the no-effect control and ±100 the full control effect; nearly all actives have a fitted effect of over 60% in size
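Nrf2 function is reported as luminescence of an ARE-controlled luciferase in A549 cells. Compounds were tested at several concentrations, and a CellTiter-Fluor read on the same wells flagged cytotoxicity.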
pAkt inh: HTS Assay for Inhibitors of Akt Phophorylation: Primary Screen; Neuro2A IGF-stimulated pAkt S473 HTRF, 20 min; stronger effect = lower value; hit rate 0.32% among 360,000; activity change, % for hits at 50 µM; in the data active means activity change below about -80%; inconclusive means mostly about -51% to -80%; further: on the % scale 0 is the no-effect control and ±100 the full control effect
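Neuro2A cells in DMEM with 0.5% FBS, overnight at 37 deg C, given compound at single 50 µM final, then IGF (6 nM final) for 20 min at 37 deg C. Lysed; phospho-Akt Ser473 by HTRF after 24 h, 665/615 ratio.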
Nrf2 activator: qHTS of Nrf2 Activators; AREc32 ARE-luciferase reporter (MCF7-derived line), luminescence, 24 h; hit rate 0.31% among 410,000; Potency, µM (top dose mostly 46.1 µM), inactives show at the highest dose activation, hits mostly activators; further: potency means the concentration at half of the fitted maximal effect; % of control where 0% means no effect; nearly all actives have a fitted effect of over 65% in size
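For detection, Steady-Glo was added and plates sat 30 min at RT; before that, AREc32_Fluc cells grown overnight in OPTI-MEM/5% FBS had been treated with 23 nL compound for 24 hr at 37 deg C.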
Abeta yeast res: qHTS for compounds that reverse cellular toxicity of Amyloid beta (A-beta) peptide in yeast: Primary Screen; yeast expressing A-beta42, growth rescue, OD600, 48 h; response scale: 0% DMSO, 100% iron-clioquinol control; Potency, µM (series often up to 46.1 µM), for inactives: at the highest dose growth rescue, usual class: activators; hit rate 0.063% among 410,000; AID 1347071, 2019; further: potency means the concentration at half of the fitted maximal effect; nearly all actives have a fitted effect of over 55% in size
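Yeast A-beta toxicity model in growth medium with pinned compounds, 48 h at 30 C; growth read as absorbance at 600 nm. Normalized to FeCl3/clioquinol equimolar mix (positive) and DMSO (negative).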
Mm-Cpn inhibitor: Inhibitors of TCP-1 ring complex (TRiC) of Methanococcus maripaludis (MmCpn): qHTS; Chaperonin Mm-Cpn (Methanococcus maripaludis); purified Mm-Cpn ATPase, ADP Transcreener TR-FRET; Potency, µM (top dose mostly 76.9 µM), inactives show at the highest dose activity, negative = inhibition, most hits filed as inhibitors; hit rate 0.031% among 330,000; AID 504842, 2011; further: potency means the concentration at half of the fitted maximal effect; on the % scale 0 is the no-effect control and ±100 the full control effect; nearly all actives have a fitted effect of over 80% in size
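ATPase read-out: TR-FRET ADP immunoassay (anti-ADP Eu cryptate vs ADP-d2), ex 320 nm, em 590/665 nm; signal drops as ADP forms. Enzyme 25 nM, ATP 10 uM, 30 min at 37°C after 10 min compound preincubation.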
HepG2 viability: qHTS for Inhibitors of TGF-b: Cytotox Counterscreen. HepG2 CAGA-GFP viability, ATP luminescence, 18 h. Potency, µM (highest dose often 46.1 µM), without a hit: at the highest dose activity change, negative = cytotoxicity, most hits filed as cytotoxic. hit rate 0.76% among 410,000. AID 588856, 2011; further: potency means the concentration at half of the fitted maximal effect; some results filed as inactive show a strong effect at the top dose
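HepG2 CAGA-GFP cells (1000/well, DMEM with 1% FBS) received compound, then TGF-beta at 500 pg/mL final, and were incubated 18 hours at 37 degrees C. Viability was read by CellTiter-Glo luminescence. Media-only wells were set as complete cell-killing and DMSO as no toxicity.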
TGFb inhibitor: qHTS for Inhibitors of TGF-b. Potency, µM (doses to about 46.1 µM), inactives show top-dose activity, negative = inhibition, most hits filed as inhibitors. HepG2 CAGA-GFP TGF-b/SMAD3 reporter, GFP fluorescence, 18 h; TGF-beta stimulated, 500 pg/mL final. hit rate 1.2% among 410,000. AID 588855, 2011; further: potency means the concentration at half of the fitted maximal effect; on the % scale 0 is the no-effect control and ±100 the full control effect; nearly all actives have a fitted effect of over 65% in size
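Read-out: total well GFP (ex488/em500-530) summed from mean per-cell fluorescence. Cells: HEPG2 CAGA-GFP, 1% FBS DMEM, 18 h at 37 degrees C with 500 pg/mL final TGF-beta. Unstimulated wells served as the full-inhibition control; stimulated DMSO wells = 0%.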
Starred values were filed as active, the others as inactive; i = inactive; u = inconclusive; x = no result given; & = joins results of further samples; [ ] = dose if it differs, or a comment. Unless noted, the call rests on the fitted dose curve; in most records, active means well fitted curve in the direction sought with a large enough effect; inconclusive means small, poorly fitted or top-dose-only effect, or another doubt; inactive means no such curve, though single readings can be large; an effect the other way counts as inactive or inconclusive. An unsorted share of the library; about 4.3% have a hit in one of these screens.

Sequence of screens: A549 tox	CCT modulator	Nrf2 inh	pAkt inh	Nrf2 activator	Abeta yeast res	Mm-Cpn inhibitor	HepG2 viability	TGFb inhibitor
(1) COc1ccc(NC(=O)CCNS(=O)(=O)c2cc(Br)cnc2N)c(OC)c1
 : 2%	1.5	-6%	i	-0.3%	3%	2%	2%	20%
(2) CCCCN(CC)Cc1ccc(CNC(=O)Nc2ccc(Cl)cc2)o1
 : 5%	-8.1	-9%	i	-0.5%	-3%	1%	-39%	u
(3) O=C(CCCCCN1C(=O)c2ccccc2C1=O)Nc1ccccc1
 : -2%	-1.0	u	x	0.1%	5%	1%	7%	-26%
(4) Cn1cc(CN2CCC(O)CC2)c(-c2ccc(Oc3ccccc3)cc2)n1
 : 6%	0.8	0%	i	-0.9%	-1%	-3%	-24%	u
(5) N#CCOC(=O)C1c2ccccc2Oc2ccccc21
 : 1%	1.4	u	i	-0.7%	3%	0%	1%	1%
(6) O=C1CC(c2ccco2)CC2=C1C1c3ccccc3C(=O)N1c1ccccc1N2 (centres undefined)
 : u	-2.7	u	i	9.5%	-5%	-2%	-8%	u
(7) Cc1cc(C)n(C(=O)/C=C/c2cccs2)n1
 : -10%	-0.5	-3%	i	u	-29%	-5%	2%	-14%
(8) COc1cccc(CN(C(=O)c2ccccc2)C2CCS(=O)(=O)C2)c1 (centres undefined)
 : 2%	2.3	0%	i	-0.3%	-18%	-1%	4%	7%
(9) CC(NC(=O)COC(=O)C1CCN(c2ccc(C(F)(F)F)cn2)CC1)c1ccccc1 (centres undefined)
 : x	-0.5	x	i	-1.6%	5%	x	11%	21%
(10) CCN(CC)C(=O)[C@H]1C[C@H](CC(=O)NC(C)(C)C)C(=O)N2CCc3c([nH]c4ccc(Cl)cc34)[C@]12C
 : -8%	-1.0	-18%	i	6.3%	3%	-1%	-24%	u
(11) CCNC(=O)Cn1c(=O)c(=O)n(Cc2ccccc2)c2ccc(Cl)cc21
 : -1%	-2.5	1%	i	0.2%	0%	u	-1%	5%
(12) C=CCn1c(Oc2ccc(C(=O)OC)cc2)nc2c1c(=O)n(C)c(=O)n2C
 : 0%	-1.7	-8%	i	-0.4%	-5%	-3%	6%	39%
(13) COc1cc2c(c(OC)c1CC=C(C)C)C[C@H](c1ccc(O)cc1O)CO2
 : -12%	-0.4	-28%	i	0.5%	-65%[inhibitor]	x	-100%	u
(14) CC(C)Oc1ccc(C(=O)Nc2cccc3cccnc23)cc1
 : -5%	5.1	11%	i	8.2%	-13%	-4%	-14%	1%
(15) CN1CCN(C(=O)c2cc(Br)cn2C)CC1
 : -1%	-2.6	u	i	0.2%	1%	2%	-6%	-6%
(16) CCNC(=O)CC1C(=O)N(c2ccc(F)cc2)C(=O)N1CCOC (centres undefined)
 : 3%	x	8%	x	-1.1%	0%	x	-7%	8%
(17) O=C(C1=C[C@@H](c2ccc3c(c2)OCO3)C[C@@H](OCCCCO)O1)N1CCN(Cc2ccc3c(c2)OCO3)CC1
 : 0%	-3.9	-40%	i	1.7%	8%	x	-15%	1%
(18) COc1cccc(CN2CCN(C(=O)c3cccc(OC)c3)CC2)c1
 : 1%	1.6	3%	i	-0.6%	4%	-3%	-3%	1%
(19) CCc1cccc(NC(=O)Cn2ccn3nc(-c4ccc(OC)c(OC)c4)cc3c2=O)c1
 : -6%	x	x	x	-0.8%	6%	x	-5%	-1%
(20) COc1ccc(CCNCc2c(C(=O)O)c(C)n(Cc3ccccc3C)c2C)c(OC)c1
 : 1%	x	-10%	x	-0.2%	8%	x	-24%	-23%
(21) CCNC(=O)C1(C)CCN(Cc2ccc(OC(F)(F)F)cc2)C1 (centres undefined)
 : x	0.0	x	i	0.0%[9.22 µM]	13%	x	-16%	-7%
(22) CC1CC(C)CN(S(=O)(=O)N2CCCC(C(=O)NCCCN3CCOCC3)C2)C1 (centres undefined)
 : 1%	0.5	4%	i	-0.7%	1%	1%	7%	7%
(23) COc1cccc(NC(=O)NNC(=O)c2ccc3c(c2)NC(=O)C(C)(C)O3)c1
 : -1%	1.9	2%	i	0.3%	-17%	1%	12%	31%[activator]
(24) Cc1ccc(/C=N/NC(=O)Nc2ccccc2)o1
 : -3%	-0.9	u	i	3.4%	4%	2%	3%	7%
(25) Cc1ccc(/C=N/n2c(C)n[nH]c2=S)o1
 : 18%	-2.0	16%	i	-0.3%	2%	-4%	-2%	-1%
(26) NS(=O)(=O)c1ccc(CCNC(=O)CNC(=O)c2ccccc2F)cc1
 : 1%	-1.1	3%	i	0.1%	-11%	0%	-3%	10%
(27) NC(=S)Nc1nccc(-c2cccs2)n1
 : -6%	1.5	5%	i	30%	8%	-5%	-2%	-6%
(28) Cc1c(NC(=O)CN2C(=O)NC3(CCCCC3)C2=O)c(=O)n(-c2ccccc2)n1C
 : 0%	2.6	9%	i	-0.4%	-10%	1%	5%	-3%
(29) O=[N+]([O-])c1ccc2c(c1)C(O)n1ncnc1S2 (centres undefined)
 : 0%	2.7	-2%	i	17%	-10%	1%	-90%	12%
(30) CCNC(=S)NNC(=O)c1ccc(OC)cc1
 : 6%	2.7	3%	i	-0.2%	10%	0%	5%	6%
(31) CCc1cccc(C)c1NS(=O)(=O)c1cc2[nH]c(=O)c(=O)[nH]c2cc1C
 : 4%	x	u	x	0.4%	-7%	x	6%	6%
(32) CCCCNC(=O)c1cc(-c2ccc(Cl)c(Cl)c2)on1
 : -2%	x	6%	x	3.0%	5%	x	-15%	12%
(33) COCCn1ccc2c(OCC(=O)Nc3c(C)cc(C)cc3C)cccc2c1=O
 : 0%	x	x	x	0.1%	-5%	x	-1%	14%
(34) CCOc1ccc(OCC)c(NC(=O)C2C3C=CC(O3)C2C(=O)O)c1 (centres undefined)
 : x	-1.2	x	i	-0.1%	10%	x	5%	-2%
(35) CCOC(=O)COc1ccccc1C1C(C(=O)OC)=C(C)NC2=C1C(=O)c1ccccc12 (centres undefined)
 : -15%	x	-1%	x	5.9%	-13%	x	-62%	16µM*
(36) Cc1csc2ncc(C(=O)N3c4ccccc4CC3C)c(=O)n12 (centres undefined)
 : 1%	0.5	-15%	i	-0.5%	7%	2%	-28%	-2%
(37) Nc1ccc(C(=O)N2N=C(c3ccc(F)cc3)CC2(O)C(F)(F)F)cc1 (centres undefined)
 : 6%	-0.2	-18%	i	3.3%	-1%	-1%	-23%	u
(38) COC(=O)C1=C(C)N(Cc2ccccc2)C(=NCc2cccc(C(F)(F)F)c2)N[C@H]1c1cccc(C(F)(F)F)c1
 : -78%	0.3	u	i	8.4%	7%	-1%&1%	18µM*	10µM*
(39) CC(C)CC1NC(=S)N(C2CCCCC2)C1=O (centres undefined)
 : 0%	-1.0	-10%	i	1.5%	30%	1%	-9%	-3%
(40) COc1ccc(Cc2nc(N)nc(N)n2)cc1
 : 3%	-1.1	2%	i	0.4%	-6%	1%	0%	0%
(41) CC(/C=C/c1ccccc1F)=N\NC(=O)c1cccc(F)c1
 : u	-2.9	7%	i	3.9%	-18%	2%	-17%	-15%
(42) COCCCNC(=S)N/N=C/c1ccc(OC)c(Br)c1
 : 1%	-3.7	-11%	i	3.5%	-3%	1%	4%	12%
(43) O=c1oc(/C=C/c2ccco2)nc2sc3c(c12)CCC3
 : -4%	0.1	0%	i	u	12%	0%	-8%	-6%
(44) CCOC(=O)CC[C@H](NC(=O)Cn1cc(C)c(=O)[nH]c1=O)C(=O)OCC
 : 8%	-0.1	8%	i	-0.6%	8%	x	-7%	-1%
(45) COc1ccc(CCNC(=O)C2CCN(S(=O)(=O)c3c(C)noc3/C=C/c3ccc(C)cc3)CC2)cc1OC
 : 8%	x	x	x	0.1%	-14%	x	-1%	-19%
(46) CC(C)CNS(=O)(=O)c1ccc(CCC(=O)NC2CCCC2)cc1
 : -2%	-1.2	17%	i	0.5%	3%	1%	1%	1%
(47) Cc1ccc(OCc2ccc(C(=O)Nc3nccs3)o2)cc1C
 : 3%	1.7	16%	i	3.2%	-3%	-5%	-15%	-14%
(48) O=C1N(Cc2cccc(Cl)c2)C[C@@H]2C[C@@H](c3ccccn3)N3CCC[C@@]123
 : 0%	0.8	8%	i	-0.5%	1%	-2%	-30%	u
(49) O=C(NNC(=O)c1cc(C(F)(F)F)cc(C(F)(F)F)c1)c1ccc(Cl)cc1
 : -4%	-2.0	-4%	i	0.2%	2%	2%	7%	-23%
(50) C=CCn1c(SCC(=O)Nc2nc3ccccc3s2)nc(O)c(CC)c1=O
 : 1%	-1.3	u	i	0.8%	-4%	-1%	-11%	14%
(51) CCN1CCN(C(c2cccs2)C(C)NC(=O)c2ccccc2)CC1 (centres undefined)
 : 4%	-0.8	15%	i	0.5%	9%	2%	-3%	-4%
